STK33 kinase inh: blocks human STK33 kinase activity | purified STK33, MBP phosphorylation, ADP-Glo luminescence | inhibition, % at 10 µM | 320,000 compounds, 0.073% hits | AID 2661;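 active means inhibition at or above 25%, using the most active replicate where run in duplicate; inactive means inhibition below 25%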
Target sequence (Q9BYT3 whole entry, looked up): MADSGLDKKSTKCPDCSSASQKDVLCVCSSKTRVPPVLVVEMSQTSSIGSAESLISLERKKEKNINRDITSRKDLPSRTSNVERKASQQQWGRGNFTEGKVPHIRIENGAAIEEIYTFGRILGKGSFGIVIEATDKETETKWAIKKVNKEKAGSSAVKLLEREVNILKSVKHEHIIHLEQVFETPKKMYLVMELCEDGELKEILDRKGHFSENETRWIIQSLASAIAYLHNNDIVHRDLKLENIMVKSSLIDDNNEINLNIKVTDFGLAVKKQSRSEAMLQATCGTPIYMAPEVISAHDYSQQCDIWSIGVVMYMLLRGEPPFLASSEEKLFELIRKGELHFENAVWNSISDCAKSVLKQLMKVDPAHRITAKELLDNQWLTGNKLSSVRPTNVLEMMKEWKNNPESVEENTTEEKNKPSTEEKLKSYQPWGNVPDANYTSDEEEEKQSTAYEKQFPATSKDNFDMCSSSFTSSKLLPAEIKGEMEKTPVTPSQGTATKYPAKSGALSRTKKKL
OX1R antag-1: human HCRTR1 antagonism. O43613. CHO/OX1R cells, Fluo-8 calcium fluorescence, orexin A. inhibition, % at 5 µM. 330,000 compounds, 0.43% hits. AID 434989;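 active means inhibition above its plate's threshold, mean inhibition of all tested compounds on the plate plus 3 SD, cut at about 37% in these data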;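 further: 0% = orexin A challenge wells and 100% = SB-334867-A antagonist wells; not every result past the cut was called active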
Target sequence (O43613 whole entry, looked up): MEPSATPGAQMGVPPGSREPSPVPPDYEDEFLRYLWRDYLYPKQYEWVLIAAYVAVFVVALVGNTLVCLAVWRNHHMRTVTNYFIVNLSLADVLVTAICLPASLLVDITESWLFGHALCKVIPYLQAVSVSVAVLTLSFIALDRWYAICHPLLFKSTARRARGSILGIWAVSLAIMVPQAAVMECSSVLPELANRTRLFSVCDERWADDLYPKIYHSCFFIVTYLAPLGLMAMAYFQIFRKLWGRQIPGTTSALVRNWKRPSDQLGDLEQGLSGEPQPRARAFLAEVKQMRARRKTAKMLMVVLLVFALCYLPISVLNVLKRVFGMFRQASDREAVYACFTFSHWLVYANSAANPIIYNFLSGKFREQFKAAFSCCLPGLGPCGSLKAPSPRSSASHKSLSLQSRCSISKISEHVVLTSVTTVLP
OX1R antag-2: blocks the human orexin 1 receptor; inhibition, % at 6.6 µM; 330,000 compounds, 1.8% hits; O43613; OX1R-expressing cells, FRET antagonist read-out; AID 485270; in the data active means inhibition mostly above about 38%, no sharp cut-off; inactive means mostly below about 40%;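 further: 0% = agonist challenge alone and 100% = reference antagonist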
Starred values were filed as active, the others as inactive; . = not tested or not shown.

SMILES	STK33 kinase inh	OX1R antag-1	OX1R antag-2
O=C(Nc1ccc(F)c(F)c1)C1CCCN(S(=O)(=O)c2cccc3nonc23)C1 (configuration not stated)	1.1	-12	5
CCOC(=O)c1c(C)nc(C)c2c(=O)oc3ccccc3c12	-2.3	-29	-1
COc1ccc(-n2c(C)cc(/C=C(\C#N)C(=O)NCc3ccco3)c2C)cc1	-1.2	-8	22
Nc1ccccc1SCC(=O)Nc1nc(-c2ccccc2)cs1	-0.5	-6	38
COc1ccc(N2CCN(C(=O)c3ccc4ccccc4n3)CC2)cc1	-0.7	-20	14
CC1C/C(=C\c2ccccc2[N+](=O)[O-])c2nc3ccccc3c(C(=O)O)c2C1 (configuration not stated)	-0.7	-6	16
COC(=O)C1=C(C)N(Cc2ccccc2)C(=NCc2cccc(Cl)c2)N[C@H]1c1cccc(F)c1	3.8	61*	11
CNC(=O)CSc1nc2cc(S(=O)(=O)Nc3ccccc3OC)ccc2o1	-1.2	-9	29
NC(=O)C1CCN(C(=S)NC2CC3C=CC2C3)CC1 (configuration not stated)	-0.5	10	12
COc1cc(C#N)c(N=C(SCC#N)N2CCOCC2)cc1OC	-1.6	-2	17
CC(C)Oc1ccc(C(=O)NCC(=O)OCC(=O)N(C)Cc2cccs2)cc1	-1.6	-23	12
COc1ccc(-c2ccc(C#N)c(OC)n2)cc1	-0.9	-34	5
CC1Cc2ccccc2N1C(=O)CN1C(=O)CN(C)C(=O)c2ccccc21 (configuration not stated)	0.0	-35	6
CNC(=O)COC(=O)c1cc(-c2ccc(OC)cc2)nc2ccccc12	-0.9	-15	37
Clc1ccc2nc(-c3ccc(Br)s3)cn2c1	0.1	-39	34
Cn1c(Cl)cnc1C(O)c1ccccc1 (configuration not stated)	-0.5	6	10
CN(Cc1cnn(C)c1)C(=O)c1cc(COc2c(F)cccc2F)on1	-0.2	-9	13
C[C@H](CO)N1C[C@H](C)[C@@H](CN(C)S(=O)(=O)c2cn(C)cn2)Oc2c(NS(=O)(=O)c3cccs3)cccc2C1=O	.	27	11
O=C(c1ccc(C(=O)N2CCOCC2)nc1)N1CCOCC1	-3.7	-12	10
CCOC(=O)N1CCN(S(=O)(=O)c2ccc(C(=O)Nc3ccc(F)cc3F)cc2)CC1	3.1	26	10
COCCn1c(C)cc(C(=O)COC(=O)c2ccc3ncsc3c2)c1C	-3.3	-7	61
CN1/C(=C\C(=S)Nc2ccccc2)C(C)(C)c2ccccc21	0.7	-9	14
COc1ccc(Cl)cc1NC(=S)NCCCN1CCCC1=O	-0.8	-5	11
Cc1ccccc1-n1c(=O)cc(N2CCCCCC2)[nH]c1=O	-0.1	-18	6
Cc1ccc(S(=O)(=O)N2[C@@H](c3ccccc3)C(C(=O)O)=CC[C@H]2c2ccc(C(C)C)cc2)cc1	0.1	-16	36
CCCCNCc1cc(OCC)c(OCC)cc1Br	0.1	-26	16
COCCNC(=O)C1CC(=O)N(c2ccc(OC)cc2)C1c1ccc(OC)cc1 (configuration not stated)	-1.3	-50	4
Cc1cc(C)n(CC(=O)NN)n1	.	-9	17
CC(C)CN(C(=O)c1cccc(S(=O)(=O)N2CCN(c3ccc(F)cc3)CC2)c1)C1CCS(=O)(=O)C1 (configuration not stated)	-1.4	-31	12
Cc1ccn(-c2ccc([N+](=O)[O-])cc2)n1	-1.5	-10	17

Some of these compounds in order of the STK33 kinase inh value, highest first.
compound | STK33 kinase inh | OX1R antag-1 | OX1R antag-2
CN1/C(=C\C(=S)Nc2ccccc2)C(C)(C)c2ccccc21 | 0.7 | -9 | 14
CCCCNCc1cc(OCC)c(OCC)cc1Br | 0.1 | -26 | 16
COc1ccc(Cl)cc1NC(=S)NCCCN1CCCC1=O | -0.8 | -5 | 11
CC(C)CN(C(=O)c1cccc(S(=O)(=O)N2CCN(c3ccc(F)cc3)CC2)c1)C1CCS(=O)(=O)C1 (configuration not stated) | -1.4 | -31 | 12

Carrying on:
SMILES	STK33 kinase inh	OX1R antag-1	OX1R antag-2
O=c1c2c(-c3cccs3)csc2ncn1-c1ccccc1	-0.3	-26	18
CCOc1ccc(N2CC(C(=O)N3CC(C)OC(C)C3)CC2=O)cc1 (configuration not stated)	-0.2	3	8
CSc1sc(C(=O)NC(=O)NCc2ccncc2)c(C)c1-c1ccon1	0.2	-12	7
COc1cc(OC)c(S(=O)(=O)NCc2cccnc2)cc1NC(C)=O	1.2	-4	14
CCOC(=O)c1cc2c(ccn2C)n1CC(=O)Nc1ccc(F)cc1	-0.6	0	6
CCNC(=S)NNC(=O)c1cc(-c2ccc(OC)cc2)nc2ccccc12	6.8	-22	11
CCCCCc1nc(-c2nonc2N)no1	1.3	-4	1
CC(C)c1nc(CNC(=O)CC2C(=O)NCCN2Cc2ccc(F)cc2Cl)cs1 (configuration not stated)	-2.0	-35	5
CC12CN(C(=O)c3ccco3)CC(c3ccccc3)(CN(C(=O)c3ccco3)C1)C2=O	-0.8	-4	24
CC(C)(C)OC(=O)C[C@H]1C/C=C\C[C@@H](CC(=O)NCCO)C(=O)N[C@H](C(C)(C)C)COC1=O	.	9	1

Profiles, quoted from the list. Order of screens: STK33 kinase inh, OX1R antag-1, OX1R antag-2
Shown for CC(C)Oc1ccc(C(=O)NCC(=O)OCC(=O)N(C)Cc2cccs2)cc1 : -1.6, -23, 12
Shown for C[C@H](CO)N1C[C@H](C)[C@@H](CN(C)S(=O)(=O)c2cn(C)cn2)Oc2c(NS(=O)(=O)c3cccs3)cccc2C1=O : ., 27, 11
Shown for CC12CN(C(=O)c3ccco3)CC(c3ccccc3)(CN(C(=O)c3ccco3)C1)C2=O : -0.8, -4, 24
Shown for CCOC(=O)c1cc2c(ccn2C)n1CC(=O)Nc1ccc(F)cc1 : -0.6, 0, 6

Later entries
SMILES	STK33 kinase inh	OX1R antag-1	OX1R antag-2
CCc1nc2cc(CC(=O)O)ccc2o1	-3.8	-12	6
CC1(c2ccccc2)NC(=O)N(CC(=O)N2CCOCC2)C1=O (configuration not stated)	0.2	2	6
COc1cc(NC(=O)C2CC3CCC2C3)c(OC)cc1Cl (configuration not stated)	-0.5	-24	14
Cc1noc(COc2ccccc2OCC(N)=O)c1Cl	-1.0	-14	15
O=C(COc1cccc2c1CCNC2=O)Nc1cccc(F)c1	-1.7	-29	2
O=C(CSc1nc(=O)n(CCN2CCOCC2)c2c1CCCC2)Nc1cccc([N+](=O)[O-])c1	-0.2	-39	24
Cc1ccc(S(=O)(=O)N2CCOCC2)cc1NC(=O)c1ccc(F)cc1F	-1.3	-26	4
C=CCN1C=C2C(=O)C(C)(OC(=O)C3CCCC3)C(=O)C(c3ccccc3)=C2C=C1CCCC(=O)OC (configuration not stated)	-0.3	-10	30
Nc1nonc1-n1nnc(C(=O)N/N=C/c2ccccc2Cl)c1-c1ccc2c(c1)OCO2	-2.9	-6	11
O=C(c1ccc(S(=O)(=O)NCc2ccco2)cc1)N1CCN(Cc2ccc3c(c2)OCO3)CC1	-1.1	-9	3
CCOC(=O)c1c(NC(=O)COC(=O)C2CC2C)sc(C)c1C (configuration not stated)	-0.1	-23	4
O=C(Nc1cccc2ccccc12)N1CC=CCC1	0.7	-25	20
Cc1cc(Cl)ccc1OC(C)C(=O)NCCc1ccc2c(c1)OCCO2 (configuration not stated)	-0.8	-26	19
O=C(O)/C=C/C(=O)Nc1ccc(NC(=O)c2ccccc2)c(Cl)c1	-1.4	-14	10
O=C(CSc1nnc2ccccn12)NC(=O)NC1CCCCC1	0.6	-6	8
Clc1ccc(Cn2c(/C=C/c3ccco3)nc3ccccc32)cc1	1.0	-18	9
C(=N\Nc1nc2ccccc2[nH]1)/c1ccc2ncccc2c1	0.4	-37	25
O=C(NCCc1ccccc1)C1CCN(c2nc3ccccc3o2)CC1	-0.5	-11	11
O=S(=O)(c1ccc(Cl)c(C(F)(F)F)c1)N1CCN(c2ccccn2)CC1	-1.8	-45	15
CCC(Sc1nc(C)cc(=O)[nH]1)C(=O)Nc1ccc(Cl)cn1 (configuration not stated)	-2.6	-20	9
Cc1cc(-c2nc(-c3ccc(C(C)(C)C)cc3)no2)no1	1.0	-4	4
O=C(CN1C(=O)C2C3C=CC(C3)C2C1=O)OCC(=O)c1ccc([N+](=O)[O-])cc1 (configuration not stated)	0.1	-16	58*
Cc1nc(CCNC(=O)c2cc(COc3ccc(F)cc3Cl)on2)sc1C	-3.3	-27	8
COc1ccc(CCN2CN(S(=O)(=O)c3ccc(C)cc3)c3nc4ccccc4nc32)cc1OC	0.2	-24	10
C[C@@]12C(=O)N(c3cccc(F)c3)C(=O)N1[C@H](c1ccc(F)cc1)[C@@H]1C(=O)N(C3CCCCC3)C(=O)[C@@H]12	5.9	-31	8
CS(=O)(=O)N1N=C(c2cccs2)CC1c1ccccc1O (configuration not stated)	-0.1	-11	15
O=C(Nc1ccc2c(c1)OCO2)c1cc(-c2ccncc2)nc2ccccc12	0.4	-29	23
O=C(Nc1ccc2c(c1)OCO2)c1ccc(CN2CCOCC2)cc1	-1.4	-18	12
CCOC(=O)C(CC(=O)O)=C(c1ccccc1)c1ccccc1	-0.5	-11	8
CC(C)(C)n1ncc2c(=O)n(CC(=O)NCc3ccccc3)cnc21	-1.3	4	14
COc1ccc(OC)c(N(CC(=O)N2CCOCC2)S(C)(=O)=O)c1	-2.9	-3	-4
COc1ccc(NS(=O)(=O)c2cc(-c3nnnn3C)ccc2OC)cc1	-0.6	-15	5
CC(=O)c1sc(N/N=C/c2cccc([N+](=O)[O-])c2)nc1C	-0.3	1	21
Cc1[nH][nH]c(=O)c1C(c1ccc(-c2ccc(Cl)cc2)o1)c1c(C)[nH][nH]c1=O	2.0	-11	20
NC(=O)C1(c2ccccc2)CCCN1C(=O)c1ccccc1Br (configuration not stated)	-1.0	1	7
Clc1cccc(-c2ccc(C3Nc4cccc5cccc(c45)N3)o2)c1	-0.1	7	11
CCOC(=O)Cn1nc(NC(=O)c2cc(OC)cc(OC)c2)cc1C	0.3	-18	-9
COc1ccc(C(=O)NCC(=O)N2CCN(c3ccc(F)cc3)CC2)cc1	-0.9	-25	5
Cn1ccnc1Sc1ccccc1[N+](=O)[O-]	-1.4	-4	22
COc1ccc(-n2c(C)cc(C(=O)CN3C(=O)c4ccccc4C3=O)c2C)cc1	0.1	-4	8
CCN1C(=O)C(O)(CC(=O)c2cc(C)ccc2C)c2ccccc21 (configuration not stated)	-1.8	-6	50
Nc1cc(C(=O)OCC(=O)c2ccc(CC(=O)N3CCOCC3)s2)ccc1Cl	-0.6	-8	3
Cc1ccc(NC(=O)Cn2c(CCC(=O)O)ccc2-c2ccc(Cl)cc2)cc1	-1.9	-18	6
COc1ccc(C2CC(=O)N(C)c3ccccc3S2)cc1 (configuration not stated)	-0.1	-11	14
COc1cc(/C=C2/SC(=S)N(CC(=O)O)C2=O)ccc1OC(=O)c1cccs1	-0.6	-11	14
CN1CCSc2ccc(C(=O)Nc3ccc(Cl)cc3)cc21	-1.0	9	19
Cc1ccc(-c2nnn(CC(=O)N(c3ccccc3)C(C(=O)NCC3CCCO3)c3cccs3)n2)o1 (configuration not stated)	-1.6	-27	25
CC(C)(C)OC(=O)C[C@@H]1C/C=C\C[C@@H](CC(=O)N[C@@H](CO)Cc2ccccc2)C(=O)NC[C@@H](c2ccccc2)OC1=O	-0.9	-12	11
CCNC(=S)N1CCN(c2ccccc2OCC)CC1	0.4	-16	24
Cc1cccc(NC(=S)NC2CC3CCCC(C2)N3Cc2ccco2)c1 (configuration not stated)	-0.2	-20	31

Quoted at random: 5 records from the list, in no set order.
SMILES	STK33 kinase inh	OX1R antag-1	OX1R antag-2
CC12CN(C(=O)c3ccco3)CC(c3ccccc3)(CN(C(=O)c3ccco3)C1)C2=O	-0.8	-4	24
COc1cc(C#N)c(N=C(SCC#N)N2CCOCC2)cc1OC	-1.6	-2	17
CN1/C(=C\C(=S)Nc2ccccc2)C(C)(C)c2ccccc21	0.7	-9	14
CC1Cc2ccccc2N1C(=O)CN1C(=O)CN(C)C(=O)c2ccccc21 (configuration not stated)	0.0	-35	6
O=C(Nc1cccc2ccccc12)N1CC=CCC1	0.7	-25	20

Next structures.
SMILES	STK33 kinase inh	OX1R antag-1	OX1R antag-2
COc1ccc(N(CC(=O)Nc2nccs2)S(=O)(=O)c2c(C)[nH]c(=O)[nH]c2=O)cc1	-1.1	-5	5
C/C=C\C(=O)Nc1cccc(C2=NOC3(C2)C[C@@H](C(N)=O)N(C(=O)c2ccc(OC)cc2)C3)c1 (some centres not stated)	-1.3	-3	14
CN1/C(=C\C(=S)NC(=O)c2ccc([N+](=O)[O-])cc2)C(C)(C)c2ccccc21	.	-18	10
CC(=O)N1c2ccc(S(=O)(=O)NCCc3ccc(Cl)cc3)cc2CC1C (configuration not stated)	-0.1	-8	17
Cc1ccc(NC(=O)Cn2cccc2)cc1C	-1.2	5	15
CCc1cc(=O)oc2c3c(cc(OCC(=O)NCCCOC)c12)OC(C)(C)CC3	-1.1	-36	11
Cc1ccc(NC(=O)c2ccc3c(SCC(=O)O)c4c(nc3c2)CCCC4)c(Br)c1	-0.1	-7	13
CCN(CC)CCNC(=O)C(Oc1ccccc1)Oc1ccccc1	0.3	-19	-8
Cc1cc(NC(=O)c2ccno2)no1	-0.6	-9	-3
Cc1ccccc1C(=O)NCC(=O)NCC1(N2CCOCC2)CCCCC1	0.3	-13	9
CC(=O)c1cccc(NC(=O)c2ccc(NS(=O)(=O)c3c(C)noc3C)cc2)c1	0.7	-26	14
CCOC(=O)C1=C(C)NC(=O)NC1c1ccc(OC(=O)c2ccco2)c(OC)c1 (configuration not stated)	-4.0	-17	6
Cc1cc(NC(=O)CCC(=O)N(CC(=O)NCC2CCCO2)c2ccc(Cl)c(Cl)c2)no1 (configuration not stated)	0.3	-35	-1
Cc1ccc(Cn2c(N3CCN(C)CC3)nc3c2c(=O)[nH]c(=O)n3C)cc1	-0.8	-12	2
CC(C)(C)C1CCC(=O)C(C2(O)C(=O)Nc3ccccc32)C1 (configuration not stated)	-0.6	-7	3
Cc1nc(NC(=O)COC(=O)c2ccc(CO)cc2)c(Cl)cc1Cl	-1.1	-30	8
